Source: PubChem (Southern Research Specialized Biocontainment Screening Center)
M. tuberculosis HTS: M. tuberculosis growth inhibition, HTS (AID 449762); inhibition, % at 25 µM, or IC50 in µM where a hit was titrated; M. tuberculosis H37Rv growth inhibition, 7H9 media; higher % means a stronger effect; hit rate 0.59% among 330,000; in the data active = a potency from the dose series; inconclusive = inhibition above about 70% without an active follow-up result;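 note: bacterial growth assessed after seven days of incubation; strong numbers were not always called active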
Salmonella PhoP GFP: PhoP regulon inhibitors, Salmonella typhi PhoP promoter GFP reporter, confirmatory (AID 1850); Salmonella Typhi PhoP-promoter GFP reporter, fluorescence, 4 h; higher % means a stronger effect; hit rate 0.33% among 310,000; inhibition, % at 50 µM; hits with a dose series show IC50 in µM; in the data active = a potency from the dose series; inconclusive = inhibition mostly from about 25% at the one dose, without a potency; inactive = the rest, 99 in 100 with inhibition below about 19%;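 note: 0% = induced wells with vehicle and 100% = uninduced wells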
H1N1 NS1A inhibition: NS1A inhibition, H1N1 influenza, cell based functional assay (AID 504329) | NS1A functional cell-based assay, percent inhibition; higher % means a stronger effect | one-dose inhibition, % at 12.5 µM; IC50 in µM for titrated hits | hit rate 0.3% among 340,000; in the data active = a potency from the dose series; inconclusive = inhibition above about 27% without an active follow-up result; note: strong numbers were not always called active
M. tuberculosis: growth inhibition of non-replicating M. tuberculosis (AID 488890); hit rate 0.39% among 320,000; inhibition, % at 25 µM; hits with a dose series show IC50 in µM; Mycobacterium tuberculosis non-replicating, growth inhibition; higher % means a stronger effect; in the data active = a potency from the dose series; inconclusive = inhibition mostly from about 82% at the one dose, without a potency; inactive = the rest, 99 in 100 with inhibition below about 76%;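 note: plate controls were DMSO cells for no effect and high antibiotic wells for full effect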
inhibitors of VEEV: inhibitors of VEEV TC-83 cytopathic effect, confirmation, Vero cells (AID 588727) | inhibition, % at 20 µM; hits with a dose series show IC50 in µM | Vero cells, VEEV TC-83 cytopathic effect inhibition; higher % means a stronger effect | hit rate 0.13% among 350,000; in the data active = a potency from the dose series; inconclusive = inhibition mostly from about 14% at the one dose, without a potency; inactive = the rest, 99 in 100 with inhibition below about 12%; note: strong numbers were not always called active
inhibitors of VEEV 10K pilot screen: further read-out of inhibitors of VEEV, marked with its call; inhibition, %; measured here: 10K pilot screen inhibition
Starred values were filed as active, the others as inactive; i = inactive; u = inconclusive; x = not tested or not shown.

SMILES	M. tuberculosis HTS	Salmonella PhoP GFP	H1N1 NS1A inhibition	M. tuberculosis	inhibitors of VEEV	others
C#CCOC(=O)/C(=C/C=C/c1ccccc1)NC(=O)c1ccccc1	3.8µM*	8%	-6%	79%	3.1%
Cc1ccc(NC(=O)C(Cc2ccccc2)NC(=O)OCc2ccccc2)cc1C (stereo unspecified)	18%	-8%	12%	16%	2.3%
CCc1cccc(NC(=O)C2CCCN2S(=O)(=O)c2cccc3cccnc23)c1 (stereo unspecified)	3%	-19%	-2%	13%	i
COc1ccccc1-c1cc(C(F)(F)F)nc(S(=O)(=O)CCCC(=O)O)n1	11%	0%	-2%	44%	7.1%
COc1ccc(CC2C(=O)NC(=O)NC2=O)c(OC)c1	-5%	-5%	-19%	70%	1.0%
O=C(O)c1cc(-c2ccc(/C=C3\NC(=O)N(c4ccc(Cl)cc4)C3=O)o2)ccc1Cl	7%	-11%	-10%	14%	0.9%
Cc1oc2cc(Br)c(O)c(Br)c2c1-c1ccccc1	10%	9%	0%	24%	1.9%
O=C(C1CCN(S(=O)(=O)c2ccccc2[N+](=O)[O-])CC1)N1CCOCC1	1%	-5%	-12%	-5%	0.7%
CCOC(=O)c1ccc(NC(=S)NC(=O)c2nn(CC)cc2Br)cc1	6%	-9%	-4%	-13%	7.6%
COc1ccc(Oc2nc(-c3ccccc3)ncc2S(=O)(=O)c2ccccc2)cc1	1%	1%	-17%	-14%	4.5%
Cc1ccc2nc(-c3ccc(NS(=O)(=O)c4ccc(F)cc4)cc3)sc2c1	13%	-2%	-6%	40%	2.2%
O=c1cc(CSc2nnc(NC3CCCCC3)s2)nc2sccn12	-1%	9%	-5%	1%	8.5%
CCOc1cc(C(=O)Nc2nnc(CC)s2)ccc1OCC(=O)N1CCOCC1	0%	10%	-3%	6%	5.9%
CN1CCO/C1=C(\C(Cl)=C(Cl)Cl)[N+](=O)[O-]	5%	3%	-13%	-3%	2.3%
Cc1ccc(C)c(NC(=O)CSc2nc3[nH]ncc3c(=O)[nH]2)c1	-10%	3%	-3%	-8%	2.0%
CC(/C=N/n1c(-c2ccncc2)n[nH]c1=S)=C\c1ccco1	0%	-8%	x	-21%	6.4%
O/N=C(/c1ccc(F)cc1)C1CC1c1c(F)cccc1Cl (stereo unspecified)	-2%	-2%	-10%	29%	2.7%
COC(=O)Cc1c(OC)ccn(CCc2c[nH]c3ccccc23)c1=O	-4%	-24%	-4%	10%	1.3%
O=C(NCCc1nnc2ccccn12)c1cccs1	-1%	5%	1%	4%	2.1%
N#Cc1c(SCC(=O)Nc2nncs2)sc2c(O)cc(=O)[nH]c12	-1%	-4%	-4%	-12%	1.4%
CCN(CC)CCC#CC(O)(c1ccccc1)C1CCCCC1 (stereo unspecified)	-1%	-8%	-11%	10%	0.3%
O=C1CN(C(=O)COC(=O)c2ccccc2NCc2ccco2)c2ccccc2N1	-7%	-5%	7%	26%	6.1%
Cc1cc(C)c(C)c(S(=O)(=O)Nc2ccc(OCC(=O)O)cc2)c1C	2%	-6%	-18%	9%	i
Fc1cccc(Cl)c1Cn1nnc2c(-n3ccnc3)ncnc21	-5%	-3%	5%	7%	i
Cn1c(=O)cc(SCC(=O)N2CCN(c3ccccn3)CC2)c2ccccc21	2%	-7%	4%	8%	9.2%
The results go on.
SMILES	M. tuberculosis HTS	Salmonella PhoP GFP	H1N1 NS1A inhibition	M. tuberculosis	inhibitors of VEEV	others
O=C(NC1CC1)c1sccc1-n1cccc1	-3%	4%	-1%	7%	0.2%
CC(C)C(=O)NC(NC1CCS(=O)(=O)C1)C(Cl)(Cl)Cl (stereo unspecified)	-14%	-1%	4%	-1%	0.6%
O=S1(=O)N=C(N2CCCc3ccccc32)c2ccccc21	2%	-9%	-9%	-10%	0.5%
O=C(Cc1ccc(-n2c(=O)c3sccc3n(CC(=O)Nc3ccccc3F)c2=O)cc1)NCc1ccco1	-8%	-15%	-33%	9%	1.2%
CC(C)c1nc(CNC(=O)C2CCC(=O)N(CCc3ccc(Cl)cc3)C2)no1 (stereo unspecified)	-9%	-5%	-3%	-18%	0.9%
CC(NC(=O)c1cc(S(=O)(=O)N(C)C)ccc1Cl)C1CC2CCC1C2 (stereo unspecified)	-1%	5%	3%	3%	i
COc1ccc(CN2C(=O)NC(=O)/C(=C/c3ccc(OC)c(OC)c3OC)C2=O)cc1	4%	8%	1%	-11%	0.8%
CC(C)n1cnc2c(Nc3cccc(Cl)c3)nc(N(CCO)CCCO)nc21	u	-3%	3%	17%	8.7%
O=C1C2C3C=CC(CNS(=O)(=O)c4ccccc4)(O3)C2C(=O)N1c1ccc(Cl)cc1 (stereo unspecified)	1%	-3%	-2%	24%	i
CC(=O)N1CCCc2cc(S(=O)(=O)NCCC3=CCCCC3)ccc21	-1%	13%	2%	x	i	inhibitors of VEEV 10K pilot screen=1.0
CCOC(=O)C1=C(C)N(C[C@@H]2CC[C@@H](Cc3ccc(-c4ccccc4)cc3)O2)C(=O)NC1C1CC1 (stereo partly specified)	x	x	-2%	x	i
O=C(CCCCCn1nnc2ccccc2c1=O)Nc1ccccc1Cl	-9%	-3%	-1%	-5%	i
Cc1ccc(C)c(NC(=O)CN(C)C(=O)c2ccccc2OCc2ccc(Cl)cc2)c1	-3%	5%	0%	34%	7.8%
CC(NCCC(Cc1ccccc1)c1ccco1)c1ccccc1 (stereo unspecified)	8%	15%	-5%	76%	i
N#CCCN(C(=O)COC(=O)c1ccc(S(=O)(=O)N2CCCC2)cc1)c1cccc(Cl)c1	-5%	x	-4%	45%	1.4%
CCC(=O)N1CCc2cc(Br)cc(S(=O)(=O)N3CCN(C(=O)c4ccco4)CC3)c21	-5%	-8%	-4%	-2%	6.0%	inhibitors of VEEV 10K pilot screen=4.9
O=C(NCC(=O)N1CCN(c2ccccc2)CC1)c1ccc(Br)o1	2%	-13%	-8%	-1%	1.3%
Cc1cc(C)n(CC(=O)N2c3ccccc3Sc3ccc(C(F)(F)F)cc32)n1	1%	-4%	2%	12%	0.6%
Cc1cc(NC(=O)CCC(=O)N(Cc2cccnc2)C(C(=O)NC(C)(C)C)c2ccccc2Cl)no1 (stereo unspecified)	-4%	5%	8%	0%	1.3%
Cc1cccc(Nc2nc(N)nc(CSc3nccc(C)n3)n2)c1	-3%	-10%	10%	4%	8.7%
COc1cc(NC(=S)NC(=O)c2c(OC)cccc2OC)ccc1NC(=O)c1cccs1	-6%	-10%	5%	21%	3.8%
O=C(NC1CCCCC1)c1cc(-c2ccc(O)cc2)on1	15%	5%	1%	80%	1.7%
CC1CCCCC1N=C1NC(C)(C)CS1 (stereo unspecified)	-2%	10%	12%	4%	2.0%
CSc1ncccc1C(=O)N1CCCC(CCC(=O)NCc2ccc(F)c(F)c2)C1 (stereo unspecified)	2%	-3%	0%	-5%	i
O=C(c1ccc(COc2ccccc2Br)o1)N1CCCCCC1	19%	-4%	2%	50%	i

Structural class: the entries above containing a thiophene ring, fused or not
SMILES	M. tuberculosis HTS	Salmonella PhoP GFP	H1N1 NS1A inhibition	M. tuberculosis	inhibitors of VEEV	others
O=C(NCCc1nnc2ccccn12)c1cccs1	-1%	5%	1%	4%	2.1%
N#Cc1c(SCC(=O)Nc2nncs2)sc2c(O)cc(=O)[nH]c12	-1%	-4%	-4%	-12%	1.4%
O=C(NC1CC1)c1sccc1-n1cccc1	-3%	4%	-1%	7%	0.2%
O=C(Cc1ccc(-n2c(=O)c3sccc3n(CC(=O)Nc3ccccc3F)c2=O)cc1)NCc1ccco1	-8%	-15%	-33%	9%	1.2%
COc1cc(NC(=S)NC(=O)c2c(OC)cccc2OC)ccc1NC(=O)c1cccs1	-6%	-10%	5%	21%	3.8%

Following part.
SMILES	M. tuberculosis HTS	Salmonella PhoP GFP	H1N1 NS1A inhibition	M. tuberculosis	inhibitors of VEEV	others
COc1ccc(C2C(C(=O)N3CCCC3)CC(=O)N2c2ccc(OC)cc2)cc1 (stereo unspecified)	2%	-4%	-1%	13%	6.3%
NC(=O)c1ccccc1NC(=O)CCn1c(=S)oc2ccccc21	4%	2%	-10%	-7%	2.3%
CS(=O)(=O)c1nc(-c2ccc(F)cc2)cc(C(F)(F)F)n1	x	x	-3%	x	u
O=C(NCc1ccccc1Cl)C(=O)NCC1OCCN1S(=O)(=O)c1cccs1 (stereo unspecified)	-11%	-6%	-5%	-1%	0.4%
COCCn1cnc2c1c(=O)n(CC(=O)OCC(=O)NCC(F)(F)F)c(=O)n2Cc1ccccc1	1%	7%	5%	-12%	i
Nc1nc(N)nc(-c2ccc(Cl)cc2)n1	-9%	-16%	-4%	-2%	1.4%
CCOc1cc(N2CCOCC2)c(OCC)cc1NC(=O)c1cc(S(=O)(=O)N2CCOCC2)ccc1Cl	x	x	-6%	x	12%
COC(=O)c1c(SCc2cccc3ccccc23)nc(=O)[nH]c1C	-3%	4%	5%	-5%	2.5%
O=S1(=O)N=C(N(CCO)/N=C/c2ccccc2)c2ccccc21	x	x	4%	x	3.8%
O=C(COC(=O)Cc1ccccc1F)NCc1ccc(Cl)cc1	7%	x	5%	70%	1.1%
Cc1ccc(N2CC(C(=O)NCc3ccco3)CC2=O)cc1Cl (stereo unspecified)	1%	-9%	-7%	5%	7.5%
O=C(COc1ccc2ccccc2c1)NCCc1ccc2c(c1)OCCO2	-4%	1%	-3%	46%	2.3%
CC(/C=C1\SC(=S)N(NC(=O)c2ccccc2C)C1=O)=C\c1ccccc1	-7%	-6%	1%	23%	0.3%
Cc1ccccc1OCC(=O)OCC(=O)NCC1CCCO1 (stereo unspecified)	-8%	1%	2%	8%	0.2%
O=S(=O)(c1ccccc1OC(F)(F)F)N1CCN(c2ccnc3cc(Cl)ccc23)CC1	6%	-5%	-10%	5%	5.3%
COc1cc(C(=O)ON=C2C(C)=CC(=O)C=C2C)cc(OC)c1OC	21%	21%	-4%	10%	2.3%
CCNc1nc(NCC)nc(N2CC(=O)N(CC(=O)OCC)C2=N)n1	-4%	-18%	-32%	5%	3.4%
CN1CCN(NC(=O)c2c(-c3ccccc3)sc3ccccc23)CC1	-7%	x	-9%	-16%	0.0%
O=C(O)C1CCCCN1S(=O)(=O)c1ccc2ccccc2c1 (stereo unspecified)	-19%	-2%	1%	-5%	2.2%
COc1cccc(OC)c1OCCCCCc1c(C)n[nH]c1C	-8%	8%	-21%	46%	3.7%
O=C(c1cccc(Cl)c1)N1CCN(c2ccc(N3CCOCC3)nn2)CC1	1%	6%	-11%	-7%	i
COc1ccc(CNC(=O)CNC(C)c2ccc(F)cc2)cc1 (stereo unspecified)	2%	-1%	19%	9%	i
CCOC(=O)CN1CC23C=CC(O2)C(C(=O)Nc2cc(OC)ccc2OC)C3C1=O (stereo unspecified)	2%	1%	-6%	-21%	0.1%
COc1ccc(N2CC(C(=O)N3CCN(c4ccccc4OC)CC3)CC2=O)cc1 (stereo unspecified)	-2%	5%	4%	0%	1.1%
Cc1cc(C)cc(NC(=O)N2CCN(Cc3ccc4c(c3)OCO4)CC2)c1	14%	6%	-6%	6%	i
Additional compounds
SMILES	M. tuberculosis HTS	Salmonella PhoP GFP	H1N1 NS1A inhibition	M. tuberculosis	inhibitors of VEEV	others
Cc1ccc(CNC(=O)c2cccc(OCc3c(C)noc3C)c2)cc1	8%	2%	-4%	8%	1.8%
CCOC(=O)C1(c2ccccc2)CCN(CCC(=O)Nc2ccccc2OC)CC1	4%	-5%	-2%	0%	0.4%
Cc1ccc2occ(C3N[C@H](C(=O)O)CS3)c(=O)c2c1 (stereo partly specified)	-1%	3%	2%	35%	6.9%
Cc1ccc([N+](=O)[O-])cc1S(=O)(=O)Nc1ccc(-c2ccc(N3CCOCC3)nn2)cc1	25%	-2%	-3%	7%	6.2%
CCN(Cc1ccncc1)C(=O)c1ccc(C)o1	-13%	-8%	-10%	-11%	i
CCNS(=O)(=O)c1ccc(OC)c(C)c1	4%	1%	5%	-3%	i
O=C(NCC(c1ccco1)N1CCCCC1)c1cc2c(s1)CCCC2 (stereo unspecified)	4%	x	2%	x	0.7%
CCN1C(=O)NC(=O)/C(=C\c2cn(CC(=O)O)c3ccccc23)C1=O	5%	-7%	x	-11%	x
CCOc1ccc(CCNC(=O)c2ccc(=O)[nH]c2)cc1OCC	-11%	-1%	-5%	-2%	2.3%
COc1cc(NC(=O)c2cccnc2)c(OC)cc1NC(=O)c1ccc(Br)cc1	-1%	6%	-2%	19%	5.4%
O=C(CCSc1ccccc1)OCn1nnc2ccccc2c1=O	u	3%	0%	8%	2.2%
